Source: PubChem BioAssay (Broad Institute)
F508del corr: F508del CFTR correction, initial screen, CFBE line, single point; CFBE cells, YFP halide quenching; stimulated with forskolin plus potentiator P3; % fluorescence drop versus neutral controls; activity (quench increase), % at 7.58 µM; 350,000 compounds, 0.36% hits; AID 720511, 2013;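 active = mean added fluorescence quench of at least 8% versus neutral control, with both replicates also reaching 8%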;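 also: cells transiently co-express mutant CFTR-F508del with the halide-sensitive YFP; corrector assay measuring rescue of mutant channel to the surface after 24 h compound exposure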
RAD54 branch: inhibitors of human RAD54 branch migration, primary screen, biochemical, fluorescence, single point; RAD54 Holliday junction branch migration, FAM/BHQ fluorescence; DNA repair and recombination protein RAD54-like (Homo sapiens), Q92698; 360,000 compounds, 0.14% hits; AID 602329, 2012; inhibition, % at 10.4 µM;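 active = mean normalized replicate activity at least 40 and at least half of replicates scoring 40 or more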;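 also: 0% = median of neutral control wells and 100% = median of positive control wells; inhibitors cause a drop in the FAM fluorescence signal; in these data hits start at about 50%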
Target sequence (Q92698 whole entry, looked up): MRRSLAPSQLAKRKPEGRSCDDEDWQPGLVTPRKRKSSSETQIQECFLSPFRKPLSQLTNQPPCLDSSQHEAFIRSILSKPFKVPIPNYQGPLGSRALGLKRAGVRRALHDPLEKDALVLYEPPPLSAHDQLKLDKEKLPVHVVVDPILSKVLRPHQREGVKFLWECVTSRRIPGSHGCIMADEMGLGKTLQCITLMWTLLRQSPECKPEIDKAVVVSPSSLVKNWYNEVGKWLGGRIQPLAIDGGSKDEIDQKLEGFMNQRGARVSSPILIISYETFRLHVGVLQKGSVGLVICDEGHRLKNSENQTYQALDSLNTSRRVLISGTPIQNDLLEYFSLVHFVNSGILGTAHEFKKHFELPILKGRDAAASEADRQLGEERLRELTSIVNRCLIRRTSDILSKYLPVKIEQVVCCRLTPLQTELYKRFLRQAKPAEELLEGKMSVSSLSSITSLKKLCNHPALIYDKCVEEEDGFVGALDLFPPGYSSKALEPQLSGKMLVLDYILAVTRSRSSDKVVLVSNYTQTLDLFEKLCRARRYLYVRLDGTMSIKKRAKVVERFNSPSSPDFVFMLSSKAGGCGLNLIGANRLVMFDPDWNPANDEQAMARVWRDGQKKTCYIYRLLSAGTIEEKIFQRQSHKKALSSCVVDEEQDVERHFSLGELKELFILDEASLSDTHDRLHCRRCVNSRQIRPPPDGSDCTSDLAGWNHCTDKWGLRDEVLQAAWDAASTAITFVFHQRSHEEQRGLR
ERAP1 inh: human ERAP1 aminopeptidase inhibitors, primary screen, biochemical, single point, plate reader; Endoplasmic reticulum aminopeptidase 1 (Homo sapiens), Q9NZ08; recombinant ERAP1, Leu-AMC fluorescence, 60 min; inhibition, % at 10.7 µM; 340,000 compounds, 0.15% hits;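 active = mean replicate inhibition of at least 30%, or all replicates individually reaching that 30% level; inactive = mean below 30% and not every replicate reaching it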;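 also: 0% = neutral control wells and 100% = L-leucinethiol positive control wells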
ARNT TACC3 PPI: disruptors of ARNT/TACC3 protein interaction, primary screen, biochemical, AlphaScreen, single concentration; inhibition, % at 9.99 µM; 390,000 compounds, 0.66% hits; AlphaScreen His-ARNT PAS-B/GST-TACC3 binding, luminescence; TACC3 fragment carries E629A point mutation; Transforming acidic coiled-coil-containing protein 3 (Homo sapiens), Q9Y6A5;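 active = mean inhibition of replicates at least 50% and at least half of replicates each reaching 50%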;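 also: 0% = complete ARNT plus TACC3 wells and 100% = ARNT alone without TACC3; many hits fall short of the cut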
esBAF inh: Bmi1 luciferase reporter increase in mESCs, primary screen, esBAF inhibitor project, mouse ES cells, Bmi1 luciferase knock-in, single point. 24 h; 100% = twice the neutral-well signal. reporter increase, % at 12.5 µM. 350,000 compounds, 2% hits. AID 602393, 2012; in the data active = activation above about 40%;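 also: 0% = median of the plate's neutral control wells and 100% = double that signal; a rise in the Bmi1 reporter signal indicates esBAF inhibition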
RAD52 inh: RAD52 DNA annealing inhibitors, primary screen, biochemical, FRET, single point, set 2 | DNA repair protein RAD52 homolog (Homo sapiens), P43351 | recombinant RAD52 DNA annealing, FRET fluorescence | inhibition, % at 18.7 µM | 360,000 compounds, 0.46% hits;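 active = every replicate showing at least 50% inhibition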
GSIS activator: GLuc luminescence reporter in INS-1E cells, primary screen for activators of glucose-dependent secretion of insulin; INS-1E GLuc reporter insulin secretion, 2-3 h; activation, % at 16.6 µM; 370,000 compounds, 0.61% hits; AID 743287, 2014;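 active = lowest replicate activation of at least 40%, so every replicate reaches that level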;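 also: 0% = median of neutral control wells and 100% = median of IBMX positive control wells; some compounds called inactive have numbers as strong as hits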
XiGFP reactiv: activators of inactive X chromosome reactivation, primary screen, imaging, XiGFP fibroblasts, GFP high-content imaging, set 2; 360,000 compounds, 0.055% hits; XiGFP mouse fibroblasts, % GFP-positive cells imaging, 3 d; cells co-treated with 5-aza-dC sensitizer; scaled so ellipticine positive control = 100%; AID 743238, 2013; activation, % at 7.58 µM;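 active = mean normalized replicate activation at least 10% and every replicate at or above 10%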;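 also: 0% = median of on-plate neutral control wells and 100% = ellipticine 6 µM median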
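System: SV40-immortalized XiGFP fibroblast cells, line 68-5-11 / Incubation: 3-day compound exposure, then 15 min fixation at room temperature / Compound: single concentration per compound, delivered by pin transfer / Buffer or medium: DMEM plus 5-aza-dC sensitizer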
* hit, by the source's call; nt = no result given.

SMILES	F508del corr	RAD54 branch	ERAP1 inh	ARNT TACC3 PPI	esBAF inh	RAD52 inh	GSIS activator	XiGFP reactiv
C[C@H](CO)N1C[C@H](C)[C@@H](CN(C)Cc2cncnc2)Oc2ncc(-c3cccc(F)c3)cc2C1=O	1.2	-4	-1	-5	-2	0	3	-1.3
CCOC(=O)[C@H]1[C@H]2COc3ccc(Cl)cc3[C@@H]2N2C(=O)c3ccc(Cl)cc3NC(=O)[C@@]12C	0.5	-1	-6	15*	-8	-2	-12	0.0
O=C(CN1C(=O)S/C(=C/c2ccccn2)C1=O)N1CCOCC1	-2.1	-14	19	3	7	-20	21	0.0
CCC(=O)N1CC2(C1)[C@@H](c1ccccc1)[C@@H](CO)N2C(=O)c1cccnc1	-3.6	nt	-2	nt	nt	-6	1	-0.1
CCS(=O)(=O)N1CCN(Cc2c[nH]c3ccccc23)CC1	1.7	nt	-2	4	nt	5	-5	0.4
CNC[C@H]1Oc2ccc(NC(=O)NC(C)C)cc2C(=O)N([C@H](C)CO)C[C@H]1C	2.4	-6	3	-4	3	-2	11	0.4
CC(=O)c1ccc(N2CCN(C(=O)C3CCCN3S(=O)(=O)c3cccc4nsnc34)CC2)cc1 (stereo not given)	3.9	-1	-2	-5	-1	5	-7	-0.1
O=C(c1ccco1)N1CCN(CC(O)Cn2c3ccccc3c3ccccc32)CC1 (stereo not given)	nt	7	nt	5	5	nt	7	nt
Cc1ccc(CNC(=O)Cn2ccc(NC(=O)OCc3ccccc3)nc2=O)o1	0.7	-5	nt	-2	-8	nt	-6	0.2
Cc1ccc(NC2CCCN(C(=O)c3ccc(F)cc3)C2)cc1C (stereo not given)	0.9	-6	7	7	0	-6	1	0.0
COc1ccc(NS(=O)(=O)c2cccc(C(=O)N/N=C/c3c(F)c(F)c(F)c(F)c3F)c2)cc1	2.6	11	0	-5	-5	-10	-24	-0.4
CCOc1ccccc1NC(=O)C1=C(C)NC(=O)NC1c1cccs1 (stereo not given)	1.2	nt	-1	-15	nt	-17	-3	0.1
C=CCNC(=O)c1ccc(N(Cc2ccccc2)S(C)(=O)=O)cc1	-1.0	-7	9	-19	-5	-3	-4	0.3
Cc1noc(C)c1NC(=O)Nc1ccc2c(c1)CC(=O)N([C@H](C)CO)C[C@@H](C)[C@@H](CN(C)C(=O)NC(C)C)O2	1.7	7	nt	9	-2	nt	8	0.4
COCCNC(=O)C1(C)CCN(C(=O)c2ccc3sccc3c2)C1 (stereo not given)	5.7	-9	1	nt	1	-18	-11	0.0
O=c1[nH]c(SCc2ccc([N+](=O)[O-])cc2)nc2[nH]ncc12	-2.0	0	-4	nt	8	-7	5	0.2
Cc1cccc(NC(=O)Cn2nc(C(F)(F)F)cc2C2CC2)c1	0.8	nt	1	4	nt	-9	nt	nt
Cc1ccc2ncccc2c1[N+](=O)[O-]	-1.6	nt	-1	nt	nt	1	-1	0.1
CCOc1ccc(CNc2nnnn2C)cc1OC	0.9	-6	-3	-7	1	-5	5	0.0
Cc1cnc(NC(=O)c2ccc(OCC3CCCO3)cc2)s1 (stereo not given)	1.8	8	4	-6	-58	14	nt	0.0
Cc1noc(C)c1S(=O)(=O)Nc1ccc2c(c1)C(=O)N([C@H](C)CO)C[C@H](C)[C@@H](CN(C)S(=O)(=O)c1cn(C)cn1)O2	-2.0	nt	-1	nt	nt	-13	17	0.0
CCS(=O)(=O)Nc1ccc2c(c1)C(=O)N(C)C[C@@H](OC)[C@H](C)CN(CCC(F)(F)F)[C@@H](C)CO2	4.4	4	nt	2	-16	1	-2	0.1
Nc1nc2cc3c(cc2cc1C(=O)NCCc1c[nH]c2ccccc12)OCO3	0.7	nt	-11	nt	nt	-17	-10	0.2
O=C(CC1C[C@H](C(=O)N2CCOCC2)[C@@]2(CCC3CCCC3)c3[nH]c4ccccc4c3CCN2C1=O)NCc1cccc(C(F)(F)F)c1 (stereo not given in full)	0.4	5	nt	-5	15	-15	-11	0.0
CCCCCOc1ccc(/C=C/c2c([N+](=O)[O-])c(=O)n(C)c(=O)n2C)cc1	-0.8	2	0	-9	-3	-9	23	0.3
O=C(OCc1cc(=O)n2ccsc2n1)C1(c2ccccc2)CC1	-4.8	0	2	nt	9	-19	-2	0.2
O=C(O)C(CO)N=Cc1c(O)c2ccccc2oc1=O (stereo not given)	-1.6	nt	-4	nt	nt	-52	-15	0.0
Cc1ccc(C(=O)COC(=O)CCC(=O)NC2CCCCC2)cc1[N+](=O)[O-]	-4.0	nt	-1	0	nt	-8	-4	0.3
CCOC(=O)[C@]12CCCC=C1N(Cc1cccc3ccccc13)C(=O)[C@H](CC(=O)NCc1cccc3ccccc13)C2	1.2	nt	-3	nt	nt	-10	nt	-0.1
COc1cc(/C=N/NC(=O)CC23CC4CC(CC(C4)C2)C3)cc(Br)c1OCC(=O)N(C)C	nt	nt	-3	6	nt	-12	nt	0.7
C[C@H]1CN([C@@H](C)CO)S(=O)(=O)c2ccc(C3=CCCCC3)cc2O[C@H]1CN(C)S(=O)(=O)c1cn(C)cn1	-0.2	-8	2	2	-4	4	-11	-0.3
CN(Cc1ccccc1)C(=O)c1ncn(C)c1C(=O)N(C)Cc1ccccc1	1.3	6	31*	-5	-2	-7	0	0.4
CC(C)[C@H](NC(=O)c1ccc(C(C)(C)C)cc1)C(=O)Nc1nnc(C2CC2)s1	nt	-3	nt	-1	0	nt	-26	0.0
Cc1nc2c3cc(F)ccc3n(Cc3ccccc3)c2s1	5.2	-9	17	0	5	-9	8	0.2
CCOC(=O)C1CCCN(C(=O)c2cc(F)ccc2C)CC1 (stereo not given)	3.6	9	-5	nt	0	-5	nt	0.1
O=C(Cn1ncc2c([nH]c3ccccc32)c1=O)N1CCN(c2ccccn2)CC1	-3.1	nt	-3	nt	nt	-6	9	0.1
O=C(C[C@@H]1C[C@H]2c3cc(NC(=O)CC4CC4)ccc3O[C@H]2[C@@H](CO)O1)NCc1ccc(-c2ccccc2)cc1	-2.7	-5	11	0	7	3	-3	0.1
Cc1ccc(NC(=O)c2ccc(S(=O)(=O)NCc3cccnc3)cc2)c(C)c1	-0.5	5	4	nt	2	-14	-6	0.0
Nc1cc(=O)nc(SCC(=O)N(C2CCCCC2)C2CCCCC2)n1-c1ccccc1	1.3	-13	-3	6	-6	-27	-3	nt
CCCCN(C)C1CCN(C(=S)Nc2ccc(OC)cc2)CC1	-1.1	nt	0	4	nt	-9	-6	-0.1
CCN(CC(=O)Nc1c(F)cccc1F)C(=O)C1CC1C (stereo not given)	-0.7	-16	-1	1	nt	-6	4	-0.1
CCc1ccccc1NC(=S)N(CCN1CCCCC1)Cc1ccco1	-1.5	nt	-2	0	nt	-9	-4	0.0
COc1ccc(S(=O)(=O)N(C)C[C@H]2Oc3ccc(NC(=O)Cc4cn(C)c5ccccc45)cc3CC(=O)N([C@@H](C)CO)C[C@@H]2C)cc1	-1.2	-1	-1	3	0	0	12	0.0
O=[N+]([O-])c1ccc(S(=O)(=O)N2CCSC2c2ccco2)cc1 (stereo not given)	2.7	9	-3	2	nt	-12	-13	-0.1
CC(C)C[C@H]1CN(CCCC[C@H]2CNC(=O)C(=O)N2CCc2ccc(O)cc2)C(=O)C(=O)N1CCC1CCCCC1	-4.1	nt	-4	nt	nt	9	-10	0.1
CCCN(C)C[C@@H]1Oc2cc(C#Cc3ccc(F)cc3)ccc2S(=O)(=O)N([C@H](C)CO)C[C@H]1C	1.2	-47	-1	-6	-3	29	0	0.1
CCN(Cc1cnn(C)c1)C(=O)C1CCC(=O)N(CCc2ccc(OC)cc2)C1 (stereo not given)	0.3	-10	-7	-3	-2	8	4	0.0
CN(C)C(=O)c1cccc(-c2ccc3c(c2)[C@@H]2[C@@H](CCN2C(=O)c2cnccn2)[C@@H](CO)N3)c1	2.8	-16	nt	-3	-2	nt	-21	0.2
CCOc1ccc(C(=O)NCC(=O)N2CCCC2)cc1	-0.6	0	-1	3	15	-13	0	-0.1
C#CCO[C@@H]1C[C@H](n2cnc3c(=O)[nH]c(NC(=O)C(C)C)nc32)O[C@@H]1CO	-1.8	6	2	-8	5	-8	29	0.0
CCN(CC)CCCNC(=O)c1ccc(OCC(=O)Nc2ccccc2C(F)(F)F)c(OC)c1	2.8	0	2	4	-6	4	14	0.0
COc1ccc(C(=O)NC2CCN(CC(=O)NCc3cccc(OC)c3)CC2)cc1	2.0	-3	4	-4	-7	-2	12	0.1
CCOc1ccc(CN(C)C(=O)NNC(=O)c2ccc(C)cc2)cc1OC	0.7	5	2	nt	7	4	14	0.0
Cc1ccc(C(=O)NCC(=O)N2CCN(S(=O)(=O)c3cccs3)CC2)s1	-2.3	-6	1	0	-3	-15	-20	0.0

Structures from the list above that have a halogen:
SMILES	F508del corr	RAD54 branch	ERAP1 inh	ARNT TACC3 PPI	esBAF inh	RAD52 inh	GSIS activator	XiGFP reactiv
C[C@H](CO)N1C[C@H](C)[C@@H](CN(C)Cc2cncnc2)Oc2ncc(-c3cccc(F)c3)cc2C1=O	1.2	-4	-1	-5	-2	0	3	-1.3
CCOC(=O)[C@H]1[C@H]2COc3ccc(Cl)cc3[C@@H]2N2C(=O)c3ccc(Cl)cc3NC(=O)[C@@]12C	0.5	-1	-6	15*	-8	-2	-12	0.0
Cc1ccc(NC2CCCN(C(=O)c3ccc(F)cc3)C2)cc1C (stereo not given)	0.9	-6	7	7	0	-6	1	0.0
COc1ccc(NS(=O)(=O)c2cccc(C(=O)N/N=C/c3c(F)c(F)c(F)c(F)c3F)c2)cc1	2.6	11	0	-5	-5	-10	-24	-0.4
Cc1cccc(NC(=O)Cn2nc(C(F)(F)F)cc2C2CC2)c1	0.8	nt	1	4	nt	-9	nt	nt
CCS(=O)(=O)Nc1ccc2c(c1)C(=O)N(C)C[C@@H](OC)[C@H](C)CN(CCC(F)(F)F)[C@@H](C)CO2	4.4	4	nt	2	-16	1	-2	0.1
O=C(CC1C[C@H](C(=O)N2CCOCC2)[C@@]2(CCC3CCCC3)c3[nH]c4ccccc4c3CCN2C1=O)NCc1cccc(C(F)(F)F)c1 (stereo not given in full)	0.4	5	nt	-5	15	-15	-11	0.0
COc1cc(/C=N/NC(=O)CC23CC4CC(CC(C4)C2)C3)cc(Br)c1OCC(=O)N(C)C	nt	nt	-3	6	nt	-12	nt	0.7
Cc1nc2c3cc(F)ccc3n(Cc3ccccc3)c2s1	5.2	-9	17	0	5	-9	8	0.2
CCOC(=O)C1CCCN(C(=O)c2cc(F)ccc2C)CC1 (stereo not given)	3.6	9	-5	nt	0	-5	nt	0.1
CCN(CC(=O)Nc1c(F)cccc1F)C(=O)C1CC1C (stereo not given)	-0.7	-16	-1	1	nt	-6	4	-0.1
CCCN(C)C[C@@H]1Oc2cc(C#Cc3ccc(F)cc3)ccc2S(=O)(=O)N([C@H](C)CO)C[C@H]1C	1.2	-47	-1	-6	-3	29	0	0.1
CCN(CC)CCCNC(=O)c1ccc(OCC(=O)Nc2ccccc2C(F)(F)F)c(OC)c1	2.8	0	2	4	-6	4	14	0.0
